# Screening results (PubChem)
# TNAP inh no acc: inhibitors of human TNAP without phosphate acceptor | P05186 | purified TNAP, CDP-star luminescence, 30 min | inhibition, % at 20 µM | 200,000 tested, 0.26% active | AID 1012;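 active means tissue-nonspecific alkaline phosphatase inhibition above about 50% at 20 µM in the single-dose screen, limit read from the data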;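 further: 0% = DMSO negative control and 100% = EDTA positive control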
# Target sequence (P05186 whole entry, looked up): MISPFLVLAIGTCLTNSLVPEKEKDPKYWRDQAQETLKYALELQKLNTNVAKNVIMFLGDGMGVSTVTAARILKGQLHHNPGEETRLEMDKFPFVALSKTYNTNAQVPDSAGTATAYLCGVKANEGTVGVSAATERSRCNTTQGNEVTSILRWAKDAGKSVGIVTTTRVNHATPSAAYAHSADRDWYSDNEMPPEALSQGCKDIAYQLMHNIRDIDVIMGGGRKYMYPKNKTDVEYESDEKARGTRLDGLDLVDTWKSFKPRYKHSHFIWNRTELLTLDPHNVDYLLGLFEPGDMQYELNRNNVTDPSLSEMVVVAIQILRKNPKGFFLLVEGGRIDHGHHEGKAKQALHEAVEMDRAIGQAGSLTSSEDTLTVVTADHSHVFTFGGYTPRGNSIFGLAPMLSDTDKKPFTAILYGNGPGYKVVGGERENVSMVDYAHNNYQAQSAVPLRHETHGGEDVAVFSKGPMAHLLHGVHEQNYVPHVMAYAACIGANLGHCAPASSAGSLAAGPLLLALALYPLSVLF
# Lmaj promast: reduces viability of Leishmania major promastigotes | 200,000 tested, 9% active | inhibition, % at 10 µM | resazurin fluorescence viability; in the data active means inhibition above about 50%;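 further: promastigotes grown with compound for 44 hours at 28 °C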
# Efa HMGR inh: E. faecalis class II HMG-CoA reductase inhibition | purified E. faecalis HMGR, NADPH absorbance 340 nm kinetic | inhibition, % at 10 µM | 190,000 tested, 0.41% active | AID 1066;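 active means inhibition above a set limit, the median over all tested compounds plus 3 SD, cut at about 9.5% in these data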;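 further: enzyme runs in reverse so mevalonate oxidation gives rising NADPH absorbance; 0% = complete reaction with DMSO and 100% = background rate lacking mevalonate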
# RAM network inh: yeast RAM network inhibition; inhibition, % at 50 µM; S. cerevisiae dse1pr::URA3 reporter, 5-FOA growth OD615, 2 d; analog-sensitive cbk1-as2 kinase mutant strain; 190,000 tested, 1.8% active;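 active means inhibition above a set limit, 3 SD over mean compound inhibition, cut at about 8.4% in these data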;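 further: 0% = DMSO-only wells with no growth and 100% = 10 µM 1-NA-PP1 full growth; inhibition rescues growth on 5-FOA so higher OD means more RAM inhibition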
# S1P3 antag: blocks the human S1P3 receptor. AID 485. 170,000 tested, 0.27% active. CHO S1P3 NFAT-BLA reporter, FRET fluorescence, antagonist mode. inhibition, % at 4.98 µM;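 active means inhibition above the plate cutoff, the mean inhibition of test wells on that plate plus 3 SD, cut at about 28% in these data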;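 further: cells challenged with S1P at its EC80 of 0.8 µM; blue over green emission ratio from cleaved BLA substrate after 4 h stimulation; 0% = S1P-stimulated wells and 100% = unstimulated DMSO-only wells; some compounds past the cut are filed as inactive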
# TNAP inh hiacc: blocks human TNAP under high phosphate acceptor concentration; purified TNAP, CDP-star luminescence, 1 M DEA; inhibition, % at 20 µM; 200,000 tested, 0.03% active; AID 1135;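 active means over 50% inhibition of tissue-nonspecific alkaline phosphatase at 20 µM in the single-dose screen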;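 further: plate controls were DMSO wells for no effect and EDTA-quenched wells as full inhibition for full effect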
# Hsp70 activator: transcriptional activators of Hsp70. HeLa Hsp70 promoter luciferase reporter, luminescence; scaled: vehicle 0, proteasome-inhibitor control 100%. activation, % at 10 µM. 200,000 tested, 0.04% active;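 active means activation above the mean across all tested compounds plus 3 SD, cutoff set per campaign, cut at about 5.5% in these data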;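 further: 100% = MG132 at 30 µM as the positive control and 0% = DMSO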
# PMI act satM6P: PMI (human) activation, high substrate; P34949; coupled PMI enzyme assay, resazurin fluorescence, 20 min; stronger effect = higher value; 1 = untreated enzyme, 0 = substrate-free blank; activation factor at 20 µM; 190,000 tested, 0.34% active; AID 1216;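 active means activation factor of 2 or more at 20 µM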
# Target sequence (P34949 whole entry, looked up): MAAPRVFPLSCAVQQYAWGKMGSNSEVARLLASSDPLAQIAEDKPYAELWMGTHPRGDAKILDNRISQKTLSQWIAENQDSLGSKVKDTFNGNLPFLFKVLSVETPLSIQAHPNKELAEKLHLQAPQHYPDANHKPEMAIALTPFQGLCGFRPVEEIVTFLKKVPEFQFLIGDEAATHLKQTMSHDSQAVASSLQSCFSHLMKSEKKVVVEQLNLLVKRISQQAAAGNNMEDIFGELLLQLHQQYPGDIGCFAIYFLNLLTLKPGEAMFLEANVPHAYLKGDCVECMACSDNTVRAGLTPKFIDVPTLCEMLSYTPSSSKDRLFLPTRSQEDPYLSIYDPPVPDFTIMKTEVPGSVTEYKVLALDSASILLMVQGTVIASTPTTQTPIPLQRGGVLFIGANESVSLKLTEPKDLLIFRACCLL
#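 test system = human PMI in coupled enzyme assay | medium = HEPES-buffered pH 7.4 with magnesium and detergent | also added = 1.0 mM mannose-6-phosphate substrate with 0.22 mM NADP+ | compound = 20 µM single dose | times = 20 min incubation at room temperature | measured by = resorufin fluorescence (Ex 544/Em 590 nm) from resazurin via diaphorase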
# PMI act: increases human mannose-6-phosphate isomerase activity. 190,000 tested, 0.005% active. purified human PMI, coupled resazurin fluorescence, 20 min; stronger effect = higher value; 1 = vehicle control, 0 substrate-free wells. AID 1214. activation factor at 20 µM;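 active means activation factor of 2 or more at 20 µM, relative to plate controls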
# DTT redox prof: compounds producing H2O2 with reducing agent – biochemical, NIH compound library profiling, artefact control for MLSCN library redox annotation, primary screen. DTT-dependent redox cycling H2O2, phenol red/HRP absorbance; 100% = 100 µM peroxide control, 0% = buffer. activation, % at 10 µM. 200,000 tested, 0.03% active. AID 878;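 active means activation of at least 50% relative to the plate's high and low controls in the primary single-dose screen; inactive means activation below 50%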;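 further: compound incubated with DTT at 0.8 mM final as the reducing agent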
# * hit, by the source's call; . = no result given. Hits appear at their usual frequency. About 12% of those tested had a hit in this group.
SMILES,TNAP inh no acc,Lmaj promast,Efa HMGR inh,RAM network inh,S1P3 antag,TNAP inh hiacc,Hsp70 activator,PMI act satM6P,PMI act,DTT redox prof
COc1ccc(NC(=O)COC(=O)c2cnccn2)cc1Cl,-12,-5,-8,0.6,-32,-4,0.2,1.1,1,0.0
O=C(Nc1cccc([N+](=O)[O-])c1)c1[nH]ncc1Cl,11,11,-4,4.3,12,-3,0.2,1.1,1.1,-0.2
CCOc1cccc(/C=N/N2C(=O)CSC2=S)c1O,-151,2,1,0.4,-23,0,0.3,1.4,1,-1.2
CC(C)Oc1cccc(C(=O)Nc2ccc(N3CCN(S(C)(=O)=O)CC3)cc2)c1,-8,0,-8,2.3,-6,-3,-0.2,1,1,-3.5
CN1CCN(c2ccc(S(=O)(=O)N3CCCCC3)cc2NC(=O)Cc2ccc(Cl)cc2)CC1,-6,43,-7,-0.6,9,4,-0.2,0.8,0.8,0.3
O=S(=O)(NC1CC1)c1ccc(S(=O)(=O)N2CCCC(c3nc(-c4cccnc4)no3)C2)cc1 (stereo unspecified),-4,8,-1,-0.3,-15,-1,-0.6,1.1,1,0.3
Cc1ccc(C(c2sc3ncnn3c2O)N2CCCCC2)cc1 (stereo unspecified),3,-4,1,0.2,-10,0,0.0,1.1,1.1,0.0
Cc1ccc(S(=O)(=O)N2C(=O)C(c3ccccc3)SC2=Nc2ccccc2)cc1 (stereo unspecified),-17,-7,-2,3.5,.,-1,-0.1,0.9,0.6,0.9
Cc1cc(C)c(S(=O)(=O)c2ccc(Cl)cc2C)c(Cl)n1,-4,100*,-7,1.6,-9,-5,-0.2,0.9,0.9,0.5
COCC(=O)N(CCc1ccc(OC)cc1)Cc1nc2ccccc2c(=O)[nH]1,-11,-2,-6,-0.9,-27,0,-0.2,1,1,2.4
c1coc(CNc2nc3sc4c(c3c3ncnn23)CCCC4)c1,-10,-9,-1,3.3,.,-3,0.0,0.9,1,-0.6
CC(C(=O)N1CC2(C)CC1CC(C)(C)C2)N1C(=O)c2ccccc2C1=O (stereo unspecified),-15,10,1,2.2,-18,-7,0.5,0.9,1,2.2
Cc1ccc(NC(=O)C2CCN(S(=O)(=O)c3c(C)n[nH]c3C)CC2)nc1,55*,-6,-11,0.3,-2,-9,-0.2,0.8,1,-0.3
O=C(OCCN=C1NS(=O)(=O)c2ccccc21)c1cccs1,-11,-3,-1,-0.7,-10,-4,-0.1,1,1.2,-0.5
O=C(Cn1ncc2c1-c1ccccc1OC2)N(Cc1ccco1)C1CCCCC1,30,6,-2,0.0,0,-6,-0.2,1,1.1,0.1
O=c1c2ccccc2nc(/C=C/c2cccc([N+](=O)[O-])c2)n1CCO,-3,8,1,1.4,24,-5,-0.3,1,1,-0.1
O=C(c1cc2nc(-c3ccccc3)cc(C(F)(F)F)n2n1)N1CCOCC1,-10,-1,-4,3.1,8,-3,0.4,0.9,0.9,2.6
Brc1ccccc1OCCCN1CCCCCC1,-7,90*,3,0.7,13,-4,-0.2,1,0.9,0.1
CCCCn1c(SCC(=O)N2CCCCC2C)nc2cc(S(N)(=O)=O)ccc21 (stereo unspecified),4,3,-5,2.7,.,3,-0.2,1,1,0.4
CCC(=O)N1CCN(c2ccc(NC(=S)NC(=O)COc3ccccc3)cc2)CC1,-5,-4,-2,3.9,-2,-9,-0.1,0.8,0.9,-0.8
CS(=O)(=O)N(CC(=O)N1CCN(c2ccccc2)CC1)Cc1ccc(Cl)cc1,-3,-2,2,0.8,.,1,0.2,1.1,1,0.3
CCn1c2ccccc2c2nnc(SCC(N)=O)nc21,1,4,-2,0.8,.,-8,-0.2,1.1,1.1,0.0
Cc1cc(NC(=O)c2cc(-c3cccnc3)nc3c(C)c(C)ccc23)no1,0,18,-6,0.9,-8,2,-0.4,0.8,0.8,-0.2
Cc1cc(C)c(C#N)c(SCc2ccccc2[N+](=O)[O-])n1,3,-1,1,3.6,9,0,-0.2,0.9,0.8,0.0
Cc1ccc(CN2CCN(Cc3cc(=O)c4ccccc4[nH]3)CC2CCO)o1 (stereo unspecified),2,-2,-6,2.1,-3,2,-0.2,0.8,0.9,-0.6
CCOC(=O)NC(=O)CSc1ccc2ccccc2n1,-4,20,-7,1.0,4,-4,0.0,1.1,1.1,0.1
O=[N+]([O-])c1cccc(/C=N/NC2=NCCCCC2)c1,1,10,-2,2.4,2,2,-0.5,1,1,-0.1
Cc1ccc(OCC(=O)NNC(=O)c2cccnc2)cc1,-20,-10,-2,1.5,.,-6,-0.3,1.1,1.1,1.7
COc1ccc(CCC(=O)OC(C)C(=O)c2ccc(C)cc2)cc1 (stereo unspecified),0,-5,-2,2.9,-15,-1,-0.1,0.8,0.8,-0.6
CC1=C(C(=O)OCC2CCCO2)C(c2ccc(O)cc2)NC(=O)N1 (stereo unspecified),-15,-5,-1,1.0,-2,-8,-0.3,1,1,-2.9
O=C(CN1C(=O)COc2ccccc21)N(Cc1cccnc1)Cc1cccc(F)c1,-8,95*,-3,1.5,-19,-3,0.3,1,0.9,1.1
O=C(NCC1CCCO1)c1cccc(N2CCCC2=O)c1 (stereo unspecified),-4,-5,-4,-0.9,-22,-2,-0.2,1,1,1.5
CC1(C)NC(=O)N(CC(=O)OCC(=O)Nc2sccc2C#N)C1=O,-19,-7,4,0.2,0,-7,0.0,1,1.1,2.8
C=CCN(c1ccc(Cl)cc1)S(=O)(=O)c1cccc(C(=O)O)c1,-7,1,2,0.4,-9,-1,-0.3,1.1,1.2,-1.6
COc1ccc(N2CCN(C(=O)c3cn(C)c(=O)c4c3c3ccccc3n4C)CC2)cc1,-12,23,-6,3.2,29,1,0.0,1,0.9,0.1
O=C(Cc1cccc2ccccc12)N/N=C/c1ccc(F)cc1,3,-1,-6,0.5,.,7,-0.1,1,1,-3.8
N#CC1=C(S)N(c2ccccc2)C(c2ccc(-c3cc(Cl)ccc3Cl)o2)NC1=O (stereo unspecified),-3,-5,-6,1.9,1,0,-0.2,1.1,1.1,0.3
Cc1cc2nc(CSc3ccc(Cl)cc3)cc(=O)n2[nH]1,-10,1,1,1.5,-7,-3,-0.2,1,0.9,-1.1
CNS(=O)(=O)c1ccc(NC(=O)c2ccoc2C)cc1,-6,-2,-5,0.8,-7,-5,0.0,0.9,0.8,-1.1
CN1CCc2c(sc3nc(SCC(N)=O)n(-c4ccccc4)c(=O)c23)C1,-12,-3,-3,0.9,.,-1,0.1,1,0.9,-2.0
N#Cc1c(-c2ccccc2)nc2n(-c3ccccc3)nc(C(=O)Nc3ccccc3)n2c1=O,-14,37,-2,4.5,.,-4,0.6,0.9,0.9,0.3
Cc1ccc(N2C(=O)CC(c3c[nH]c4ccccc34)C2=O)cc1 (stereo unspecified),-7,-6,-4,1.0,-28,-3,-0.4,1,1.1,-0.6
Cc1c(NS(=O)(=O)c2ccccc2)cc(Cl)c(O)c1C,-1,5,0,1.8,.,-3,-0.1,0.8,0.8,-0.8
CCN1CCN(c2cc(SC(C)C)nc(-c3ccc(OC)cc3)n2)CC1,7,100*,-4,-0.1,.,-4,-0.2,1.1,1.1,-5.6
COc1cc2c(cc1OC)CN(CC(=O)Nc1ccc(S(=O)(=O)N(C)C)cc1)CC2,-9,5,1,1.9,-3,-7,-0.2,0.9,0.9,-1.9

# Among those listed so far, these have a cyano group:
SMILES,TNAP inh no acc,Lmaj promast,Efa HMGR inh,RAM network inh,S1P3 antag,TNAP inh hiacc,Hsp70 activator,PMI act satM6P,PMI act,DTT redox prof
Cc1cc(C)c(C#N)c(SCc2ccccc2[N+](=O)[O-])n1,3,-1,1,3.6,9,0,-0.2,0.9,0.8,0.0
CC1(C)NC(=O)N(CC(=O)OCC(=O)Nc2sccc2C#N)C1=O,-19,-7,4,0.2,0,-7,0.0,1,1.1,2.8
N#CC1=C(S)N(c2ccccc2)C(c2ccc(-c3cc(Cl)ccc3Cl)o2)NC1=O (stereo unspecified),-3,-5,-6,1.9,1,0,-0.2,1.1,1.1,0.3
N#Cc1c(-c2ccccc2)nc2n(-c3ccccc3)nc(C(=O)Nc3ccccc3)n2c1=O,-14,37,-2,4.5,.,-4,0.6,0.9,0.9,0.3

# Continued:
SMILES,TNAP inh no acc,Lmaj promast,Efa HMGR inh,RAM network inh,S1P3 antag,TNAP inh hiacc,Hsp70 activator,PMI act satM6P,PMI act,DTT redox prof
CC(C)c1nc(SCC(=O)Nc2cccc(S(N)(=O)=O)c2)n[nH]1,57*,-6,-2,0.6,.,-2,0.2,1,1.1,1.6
COc1cc(/C=C2\SC(c3ccc(C)cc3)=NC2=O)cc(OC)c1OC,-12,2,3,3.6,.,5,-0.1,1,0.9,-2.2
O=S(=O)(NCc1ccccc1)NCc1ccccc1,-11,-3,-3,2.9,-8,-6,-0.4,1.1,1,-0.1
CCOC(=O)c1cnc2sc3c(n2c1=O)CCCC3,-7,100*,-4,-1.2,2,-6,0.1,0.8,0.9,0.2
Cc1ccc(S(=O)(=O)NC(=O)COc2ccccc2C)cc1,-10,-2,-4,2.2,.,-3,-0.1,1,1.1,0.4
COc1cccc(Nc2nc3ccccc3c(=O)[nH]2)c1,-6,4,-1,1.0,7,-6,-0.1,1.1,1.1,-1.1
COc1ccc(S(=O)(=O)Nc2ccc3c(c2)OCO3)cc1C,-14,-1,-1,1.7,.,-4,-0.3,1,1,0.1
CN(C)c1ncc(S(=O)(=O)c2ccc(Cl)cc2)c(-c2ccc(Cl)cc2Cl)n1,-7,11,-2,6.5,.,-4,-0.4,1,0.9,-3.4
O=C(COC(=O)c1ccc(NS(=O)(=O)c2ccc(F)c(F)c2)cc1)NCC1CCCO1 (stereo unspecified),-22,-5,-2,2.1,-4,-2,0.4,1.1,1.1,0.9
Cc1cc(C)c(NC(=S)N(Cc2cccnc2)Cc2ccco2)c(C)c1,-13,88*,4,0.9,-4,2,-0.1,1,0.9,-0.4
COC(=O)c1cccc(Nc2ncnc3ccc(C)cc23)c1,-5,51*,4,0.9,.,0,-0.4,0.9,1,0.2
CC1=C(C(=O)c2ccccc2)C(c2ccc(N3CCOCC3)cc2)NC(=O)N1 (stereo unspecified),0,-4,-3,-1.0,-10,1,-0.3,1.1,1.2,-0.1
Cn1cnnc1Sc1cc(N2CCN(S(=O)(=O)c3ccc(Cl)c(Cl)c3)CC2)ccc1[N+](=O)[O-],10,4,2,4.3,.,1,-0.4,0.9,1,1.9
CC(C)CN(C(=O)COC(=O)c1c(Cl)ccc(Cl)c1Cl)C1CCS(=O)(=O)C1 (stereo unspecified),-4,24,-1,2.1,-20,0,-0.2,1.1,1.1,-0.1
Cc1cccc(Nc2nnc(SCC3CCCCO3)s2)c1 (stereo unspecified),-24,0,-3,14*,0,0,0.0,0.9,0.9,0.3
Cc1ccc(Cn2c(=O)c3c(nc4n3CCCN4Cc3ccccc3)n(C)c2=O)cc1,-6,11,-1,0.0,-21,-6,-0.3,0.9,0.9,-0.1
CCC(C)N(C(=O)COC(=O)CNC(=O)c1ccccc1F)C1CCS(=O)(=O)C1 (stereo unspecified),-6,-2,4,1.0,-7,3,-0.3,1,1.1,-0.2
